# 12-hLO inh: inhibitors of human 12-lipoxygenase (ALOX12); 150,000 compounds, 0.12% hits; purified 12-hLO, xylenol orange hydroperoxide absorbance; P18054; Potency, µM (doses to about 57.1 µM), without a hit: top-dose activity change, negative = inhibition, hits mostly inhibitors; AID 1452; note: potency is the fitted concentration of half-maximal effect; nearly all actives have a fitted effect of over 55% in size; many of its hits are not listed in these tables
# Target sequence (P18054 whole entry, looked up): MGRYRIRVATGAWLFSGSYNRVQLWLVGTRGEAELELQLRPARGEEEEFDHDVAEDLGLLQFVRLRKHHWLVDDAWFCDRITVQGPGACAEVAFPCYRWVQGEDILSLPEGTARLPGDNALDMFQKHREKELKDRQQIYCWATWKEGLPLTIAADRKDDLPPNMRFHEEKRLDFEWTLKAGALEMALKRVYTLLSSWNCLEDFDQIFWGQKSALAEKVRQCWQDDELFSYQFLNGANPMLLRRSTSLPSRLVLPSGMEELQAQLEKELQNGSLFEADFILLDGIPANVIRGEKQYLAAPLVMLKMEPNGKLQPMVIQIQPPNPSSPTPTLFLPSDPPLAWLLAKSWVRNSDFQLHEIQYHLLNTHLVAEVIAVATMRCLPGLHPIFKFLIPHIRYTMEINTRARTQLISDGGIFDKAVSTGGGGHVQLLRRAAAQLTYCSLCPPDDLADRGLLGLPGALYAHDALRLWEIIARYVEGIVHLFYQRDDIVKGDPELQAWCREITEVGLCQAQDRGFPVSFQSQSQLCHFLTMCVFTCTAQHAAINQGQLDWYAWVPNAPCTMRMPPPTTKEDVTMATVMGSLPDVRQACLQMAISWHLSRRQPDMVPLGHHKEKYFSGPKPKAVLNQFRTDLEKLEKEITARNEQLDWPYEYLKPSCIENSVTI
#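 Xylenol orange chromogenic assay: hydroperoxide from 12hLO oxidises Fe(II), giving red-shifted Fe(III)-XO absorbance. Conditions: 150 nM enzyme, 40 uM arachidonic acid, 25 mM Hepes pH 7.0, 0.01% Triton X-100, 30 min, room temperature.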
# IMPase inh: IMPase inhibition in cells. CHO-M1 cells, IP1 accumulation, HTRF TR-FRET ratio. inhibition (IP1 accumulation), % at 46.1 µM. 120,000 tested, under 10 active. AID 901; active = well fitted curve in the direction sought with a large enough effect in the signal ratio, not every such curve was filed as active; inconclusive = small, poorly fitted or top-dose-only effect, or a change in a side signal; inactive = no such curve, though single readings can be large or run the other way; the % refers to the signal ratio;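 note: cells stimulated with carbachol in lithium chloride buffer; plate controls were DMSO basal wells for no effect and reference inhibitor wells for full effect; higher means more IMPase inhibition seen as more IP1 and lower FRET ratio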
# Target sequence (P97697 whole entry, looked up): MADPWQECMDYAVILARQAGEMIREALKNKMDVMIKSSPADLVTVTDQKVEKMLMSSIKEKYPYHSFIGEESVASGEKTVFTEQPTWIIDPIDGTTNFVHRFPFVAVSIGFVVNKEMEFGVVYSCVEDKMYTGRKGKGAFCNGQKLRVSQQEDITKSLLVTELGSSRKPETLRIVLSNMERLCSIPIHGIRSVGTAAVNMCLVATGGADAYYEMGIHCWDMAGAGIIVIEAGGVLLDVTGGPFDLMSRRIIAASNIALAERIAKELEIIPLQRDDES
#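 Cellular IMPase inhibition is scored as a rise in cytosolic IP1, detected by competitive TR-FRET between d2-labelled IP1 and a europium anti-IP1 antibody. M1-expressing CHO cells were stimulated with carbachol for 30 min at 37C, with lithium (50 mM LiCl) present in the buffer.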
# PNC inhibitor: inhibitors of perinucleolar compartment assembly | activity change (PNC), negative = inhibition, % at 10 µM | 140,000 compounds, 3.1% hits | PC3M PTB-GFP, PNC prevalence imaging, 16 h; hits give low values;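 active = readout at or below -70, meaning at least 70% loss of cells showing the perinucleolar compartment, a nuclear body marking cancer cells; inconclusive = readout between -30 and a set limit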;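 note: plate controls were DMSO wells for no effect and camptothecin positive control wells for full effect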
#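 Read-out is percentage of cells bearing a perinucleolar compartment, from automated 20x imaging of fixed, Hoechst-stained PC3M PTB-GFP cells. Cells were seeded 4 h, then exposed 16 h to compound (23 nl of library stock) in duplicate plates.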
# ALOX15B inhib: 15-hLO-2 (ALOX15B) enzyme inhibition; AID 881; 110,000 compounds, 0.56% hits; Potency, µM (highest dose often 57.1 µM), for the others: at the highest dose activity change, negative = inhibition, usual class: inhibitors; purified 15hLO-2, xylenol orange hydroperoxide absorbance; O15296; note: potency is the fitted concentration of half-maximal effect; nearly all actives have a fitted effect of over 60% in size; many of its hits are not listed in these tables
#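 Screening format was qHTS against 50 nM purified 15hLO-2 in Hepes pH 7.5 with detergent. Activity follows hydroperoxide formation from 45 uM arachidonic acid, measured as 573:405 nm absorbance ratio of the ferric-xylenol orange complex.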
# * marks the source's active call; other numbers are inactive results; ? = inconclusive; · = not tested or not shown; & = joins results of further samples; [ ] = another dose, or the depositor's remark. Unless noted, calls come from the whole dose curve; as a rule, active = well fitted curve in the direction sought with a large enough effect; inconclusive = small, poorly fitted or top-dose-only effect, or another doubt; inactive = no such curve, though single readings can be large; an effect the other way counts as inactive or inconclusive. Unless noted, % is set by controls: 0 for no effect and ±100 for the full control effect.
Compound,12-hLO inh,IMPase inh,PNC inhibitor,ALOX15B inhib
C=CCSc1nc(O)c(CC)c(=O)n1C(C)CC (stereo not given),-3%,1,12,3%
CNc1nc2cc([N+](=O)[O-])c([N+](=O)[O-])cc2nc1NC,2%,4,?,·
CCN1c2ccccc2-c2nc3ccccc3n2C1c1ccco1 (stereo not given),-5%,-6,-24,4%
C=C(Br)Cn1c(CCC)nc2ccccc21,-3%,8,-6,5%
COc1cccc(-c2csc3nc[nH]c(=O)c23)c1,0%,-3,-6,-14%
CN(c1ccc(C(=O)N2CCN(c3ccc(F)cc3)CC2)cc1)S(C)(=O)=O,-1%,-5,1,-1%
COc1ccc(Cl)cc1NC(=O)c1ccccc1C,3%,2,-27,·
CCOP(=O)(OCC)c1nc(/C=C/c2ccccc2)oc1NCc1ccc(OC)cc1,-21%,-25,-14,2%
COc1cccc(/C=N/Nc2nc(Nc3ccccc3)nc(-n3nc(C)cc3C)n2)c1O,9%,9,14,5%
COc1cc(OC)c(NC(=O)CCc2nc(-c3ccc(C)cc3)no2)cc1Cl,2%,4,18,7%
COc1ccc(C2(C(=O)N3CCOCC3)CCCC2)cc1,1%,3,62,-10%
COC(=O)c1c(NC(NC(=O)C(C)C)C(Cl)(Cl)Cl)sc2c1CCC2 (stereo not given),-3%,·,-4,·
COC(=O)[C@@H]1C[C@@]2(O)[C@@H](O)[C@@H](O)[C@@H](O)C[C@H]2N1Cc1ccc(N2CCOCC2)cc1,2%,·,·,4%
Cc1[nH]n(C(N)=S)c(=O)c1N=Nc1ccc(S(=O)(=O)N2CCCCCC2)cc1,?,-1,15,-10%
CNc1ncc(C(=O)c2ccc(Cl)cc2)s1,2%,-2,1,·
COc1ccc(CNc2nn[nH]n2)cc1OC,1%,4,16,-9%
COc1ccccc1NC(=O)c1c(Nc2ccccc2F)sc(C(=O)Nc2cccc(Cl)c2)c1N,-4%,·,-13,·
Cc1ccc(-c2n[nH]c(=S)n2Cc2ccccc2)cc1,-1%,-3,-20,?
COC(=O)CN(c1ccc(OC)cc1)S(=O)(=O)c1ccc(OC)c(OC)c1,-1%,-1,13,6%
O=C1NCCN1CCNS(=O)(=O)c1ccc(F)cc1,-2%,·,-17,·
CNC(=S)N1CCN(c2ccccn2)CC1,-1%,·,-10,·
Cc1oc(-c2ccccc2)nc1C(=O)Nc1nccs1,0%,-6,29,-1%
O=C1C2C3C=CC(C3=C(c3ccccc3)c3ccccc3)C2C(=O)N1Cc1ccccc1 (stereo not given),-3%,11,-16,-17%
CCn1c(=O)n(CC(=O)N(C)Cc2ccccc2)c(=O)c2ccccc21,1%,-2,-1,9%[2.29 µM]
Fc1ccccc1/C=C/c1ccc2ccccc2n1,-3%,·,-24,·
COc1c(C)cc(S(=O)(=O)NC2CC(C)(C)NC(C)(C)C2)c(C)c1C,2%,1,44,·
COc1ccc(/C=N/NC(=O)c2ccc(Cn3cc([N+](=O)[O-])cn3)o2)cc1O,2%,-4,35,-2%
O=C(NCc1ccc2c(c1)OCO2)C1CCN(S(=O)(=O)c2cccs2)CC1,-6%,-3,7,6%
OC(COCc1ccco1)CN1CCN(c2ccccc2)CC1 (stereo not given),2%,·,-85*,·
O=C(NCc1ccccc1C(F)(F)F)C1CC(c2ccccc2[N+](=O)[O-])=NO1 (stereo not given),1%,4,-15,5%
S=c1[nH]nc(C2CC2c2ccc(Cl)cc2)n1-c1ccc(Cl)cc1 (stereo not given),-29%,·,-16,·
Cc1nn(CC(=O)Nc2nc3ccccc3s2)c(C)c1[N+](=O)[O-],-6%,-16,33,1%
Cc1cccc(N2CCN(C(=O)C3CCCCC3)CC2)c1C,-3%,8,-30,7%
CN(CC(=O)Nc1ccc(Cl)cc1)CC(=O)Nc1ccc(F)c(F)c1F,?,-3,-18,·
COC(=O)CSc1ccc2nnc(-c3ccc(OC)c(OC)c3)n2n1,3%,-2,-17,·
COc1cccc(NC(=O)c2oc3ccccc3c2NC(C)=O)c1,-1%,1,37,-6%
Cc1ccc(S(=O)(=O)NC(CC(C)C)C(=O)Nc2nccs2)cc1 (stereo not given),-1%,-2,0,0%
Cc1cccnc1Nc1nc(-c2ccccn2)cs1,10%,5,-30,46%[activator]
Nc1ncnc2nc(SCCc3ccccc3)[nH]c12,-20%,0,?,8%
O=C1OCCN1C(=O)[C@H]1[C@H](c2ccc(Cl)cc2)C(c2cccc(Cl)c2)=NN1c1ccc(Br)cc1,-6%[0.00818 µM],·,·,4%[0.0915 µM]
COc1ccc(CCNC(=O)C2CCN(S(=O)(=O)c3c(C)noc3C)CC2)cc1OC,-4%,2,-21,-8%
COC(=O)c1cc(COC(=O)c2cccnc2SC)oc1C,-6%,4,-27,11%
CCC(NC(=O)Nn1cnnc1)(C(F)(F)F)C(F)(F)F,1%,17,-100*,·
Cc1csc(NC(=O)CCn2c(=O)oc3ccccc32)n1,3%,-2,41,·
COc1ccccc1NC(=O)C1=C(C)Nc2nnnn2C1c1cc(Br)ccc1OC (stereo not given),-10%,8,?,4%
CCN(CC)S(=O)(=O)c1cccc(NC(=O)CN2C(=O)c3ccc([N+](=O)[O-])cc3C2=O)c1,-1%,-7,9,·
Cc1c(CN(C)C)c2c(n1Cc1ccccc1)C(=O)c1ccc(Br)cc1-2,-9%,7,-10,23%
CC(=O)Nc1c(NCC(C)C)c2ccccc2oc1=O,3%,-6,4,·
CC(C)CSc1nnc(N)s1,5%,0,27,3%
O=C(CSc1nc(-c2ccc(F)cc2)cs1)NC(=O)NCc1ccco1,-5%,2,-21,-11%

# (more compounds)
Compound,12-hLO inh,IMPase inh,PNC inhibitor,ALOX15B inhib
Cc1ccccc1C(=O)N/N=C/c1ccncc1,1%,3,5,-1%
COc1ccc(NC(=O)c2ccc(COc3ccccc3OC)o2)cc1OC,-1%,7&5,32,17%
Cc1ccccc1S(=O)(=O)NC1OC(=O)C(Cl)=C1Cl (stereo not given),-5%,?,-2,-4%
C=CCn1c(-c2ccccc2)nc2nc3ccccc3nc21,-3%,2,0,-5%
COc1ccc(C(=O)NCC(=O)NCC2(N(C)C)CCCCC2)cc1OC,4%,3,-5,-1%
Cc1cc(NC(=O)CCC(=O)N(CC(=O)NC2CCCC2)Cc2ccc(F)cc2)no1,6%,5,8,4%
O=c1ccc(NS(=O)(=O)c2ccc(Cl)cc2)cn1Cc1ccc(Cl)c(Cl)c1,-20%,-2,30,-22%
Cc1cccc(N(C)c2cc(C)nc3ncnn23)c1,1%,·,81,·
O=C(c1ccc(Cl)cc1)c1oc2ccccc2c1CS(=O)c1ccc(Cl)cc1 (stereo not given),-29%,4,?,?
O=c1onc(-c2ccc(Cl)cc2)n1Cc1ccc(F)cc1,-7%,4,44,·
CC(=O)Oc1ccc2c(c1)OC(c1ccccc1)CC21CC(C)(C)NC(=O)N1 (stereo not given),2%,·,?,·
O=C(/C=C/c1cccc([N+](=O)[O-])c1)N1CCN(Cc2ccc3c(c2)OCO3)CC1,3%,·,-10,·
O=C(COc1ccc(Cl)cc1Br)N1CCN(c2ccccc2)CC1,-14%,6,-10,4%
O=C(c1ccccc1-c1nc(-c2ccccc2)no1)N1CCCC1,-2%,14,-16,·
O=C(Nc1ccccc1)c1ccc(S(=O)(=O)N2CCCC2)cc1,1%,-1,58,3%
COc1cc(S(=O)(=O)Nc2ccccn2)ccc1F,7%,9,3,6%
CCN(CC)c1c(-c2ccccc2)c2cc(C)ccc2[nH]c1=O,3%,-10,13,·
COc1cccc(CNC(=O)C2CCN(S(=O)(=O)N3CC(C)CC(C)C3)CC2)c1 (stereo not given),4%,3,?,0%
O=C1CC(c2ccccc2)Oc2ccccc21 (stereo not given),-2%,·,·,-1%
C=CCn1c(Cc2cccs2)nnc1SCC(=O)c1ccc2ccccc2c1,-5%,-1,?,-3%
CCN1CCN(C(=S)c2ccc([N+](=O)[O-])cc2)CC1,-3%,2,11,·
Cc1ccc(C)c(NC(=O)C2CC=CCC2C(=O)O)c1 (stereo not given),-4%,-5,-15,1%
C=CCN(C1CCCCC1)S(=O)(=O)c1ccc2c(c1)oc(=O)n2C,0%,-5,?,-2%
C=CCNS(=O)(=O)c1cccc2cc(C(=O)O)c(O)cc12,0%,-3,76,-3%
CC(C)=CCSc1nnc([C@@H](NC(=O)OC(C)(C)C)C(C)C)o1,-5%,-5,-10,-5%
O=C(c1ccco1)c1n[nH]nc1-c1ccccc1,-4%,9,49,-8%
O=S(=O)(c1ccc2c(c1)OCO2)N1CCN(c2nnnn2-c2ccccc2)CC1,-8%,-6,1,-4%
NNC(=O)c1ccc(Cn2cc(Br)cn2)cc1,4%,·,-114*,·
CCOC(=O)N1CCC(N2C(=O)c3ccccc3C2Nc2cc(C(=O)OC)cc(C(=O)OC)c2)CC1 (stereo not given),-9%,6,18,2%
CC(=O)Nc1ccc(C(=O)N(C)C(C(=O)Nc2ccccc2)c2ccccn2)cc1 (stereo not given),-1%,·,-16,·
Cc1occc1C(=O)N1CCN(Cc2ccccc2)CC1,1%,6,32,-1%
CCOC(=O)c1nnn(-c2nc(OC)nc(N3CCCC3)n2)c1-c1ccccc1,-4%,4,18,9%
COC(=O)Cc1cc(=O)n2[nH]c(C)cc2n1,-2%,9,20,0%
COC(=O)c1c(NC(=O)c2ccc(C)o2)sc2c1CCCCC2,-13%,-7,12,-23%
COC(=O)[C@@]1(Cc2ccc(F)cc2)[C@H]2c3cc(C(=O)N4CCCC4)n(CCN4CNCC4=O)c3C[C@H]2CN1C(=O)c1ccccc1,-1%,·,·,6%
Cc1cc(Cl)ccc1NC(=S)NCC(C)C,-23%,·,?,·
Cc1cc(=O)oc(C)c1C(=O)N1CCCc2ccccc21,5%,5,45,3%
Cc1cccc(NC(=O)/C(C#N)=C\c2cccnc2)c1,0%,-12,2,-22%
CCOc1ccc(/C=C/C(=O)NCCc2ccc(OC)c(OC)c2)cc1,3%,·,?,·
COc1ccc2[nH]cc(C=O)c2c1,2%,6,53,-11%
N#Cc1c(C#N)c(-c2ccccc2)n(-c2ccc(C(=O)O)cc2)c1N,-9%,6,55,1%
Cc1nc2ncnn2c(C)c1CCC(=O)NCc1ccc2c(c1)OCO2,-2%,-1,27,-5%
COc1ccccc1NC(=O)NCc1ccc2c(c1)OCO2,5%,1,-14,0%
Cc1ccnc(NS(=O)(=O)c2ccc(NC(=O)c3ccc(N4C(=O)CCC4=O)cc3)cc2)n1,0%,·,?,·
CC1CCC(NC(=O)c2cc3c(=O)n(C)c4ccccc4c3n2C)CC1 (stereo not given),6%,3,-9,9%
COCCCNC(=O)CC(NS(=O)(=O)c1ccc(C)cc1)c1ccco1 (stereo not given),0%,-1,-5,14%
CC(C)CSc1nc(N2CCOCC2)c2c(c1C#N)CC(C)(C)SC2,-10%,14,-6,-17%
CCOc1ccc(N2C(=O)C(Cl)=C(Nc3ccccc3O)C2=O)cc1,-28%,6,-17,?
CCn1c(SCC(=O)NC(C)C)nnc1-c1cccs1,6%,5,-5,-1%
NC(=O)C1(S(=O)(=O)c2ccccc2)CCCCC1,0%,2,26,-10%
Cc1cc(C)cc(NC(=S)NCc2ccc(F)cc2)c1,-6%,·,36,·

# Source: PubChem BioAssay

# An excerpt, so the mix of outcomes need not match the whole.
